# DT40 TDP1 CPT: growth inhibition of DT40 Tdp1-/-;hTDP1 cells with camptothecin (screen for TDP1 inhibitors) | 420,000 compounds, 12% hits | chicken DT40 Tdp1-/-;hTDP1 cells + 20 nM CPT, ATP luminescence, 48 h | Potency, µM (highest dose often 46.2 µM), for the others: at the top dose activity change, negative = growth inhibition, actives largely listed as inhibitors; note: nearly all actives have a fitted effect of over 55% in size
#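 Chicken DT40 Tdp1-/- cells stably complemented with human TDP1 were seeded at 400 cells/well in medium containing 20 nM camptothecin, exposed to pin-transferred compounds, and grown at 37 °C for at least 48 hr. Viability was read as ATP luminescence.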
# TDP1 cell noCPT: qHTS for Inhibitors of human tyrosyl-DNA phosphodiesterase 1 (TDP1): qHTS in cells in absence of CPT. DT40 Tdp1-/- hTDP1 cells, no CPT, ATP luminescence, 48 h. Potency, µM (top dose mostly 46.2 µM), for inactives: at the highest dose activity change, negative = growth inhibition, hits mostly inhibitors. 420,000 compounds, 15% hits; note: nearly all actives have a fitted effect of over 55% in size
#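 DT40 Tdp1-/-;hTDP1 cells, no CPT (DMSO vehicle only), 400 cells/well; compounds pin-transferred; ≥48 hr, 37 °C; CellTiter-Glo 30 min RT dark, luminescence read.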
# TDP1 inh: inhibitors of human tyrosyl-DNA phosphodiesterase TDP1; 350,000 compounds, 0.28% hits; Q9NUW8; Potency, µM (titrated, usually from 130 µM), for the others: at the top dose activity change, negative = inhibition, hits mostly inhibitors; recombinant TDP1, AlphaScreen DNA substrate cleavage; note: nearly all actives have a fitted effect of over 40% in size
# Target sequence (Q9NUW8 whole entry, looked up): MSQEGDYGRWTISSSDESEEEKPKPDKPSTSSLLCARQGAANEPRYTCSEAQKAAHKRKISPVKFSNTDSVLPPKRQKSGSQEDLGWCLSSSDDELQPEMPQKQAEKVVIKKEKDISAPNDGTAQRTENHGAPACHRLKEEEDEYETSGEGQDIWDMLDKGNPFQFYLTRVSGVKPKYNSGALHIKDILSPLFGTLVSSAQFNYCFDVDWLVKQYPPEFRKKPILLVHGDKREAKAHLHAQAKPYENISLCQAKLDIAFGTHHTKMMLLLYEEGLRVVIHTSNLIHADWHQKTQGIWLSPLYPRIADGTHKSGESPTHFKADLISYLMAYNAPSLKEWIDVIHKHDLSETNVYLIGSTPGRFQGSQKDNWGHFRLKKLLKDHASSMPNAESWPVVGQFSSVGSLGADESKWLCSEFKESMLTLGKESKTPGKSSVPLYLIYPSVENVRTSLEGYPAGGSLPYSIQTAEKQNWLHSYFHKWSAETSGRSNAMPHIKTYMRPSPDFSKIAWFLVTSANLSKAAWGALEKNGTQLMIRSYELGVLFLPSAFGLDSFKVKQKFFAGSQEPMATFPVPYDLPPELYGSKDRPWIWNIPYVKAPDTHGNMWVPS
#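 Signal: AlphaScreen proximity between streptavidin donor and anti-FITC acceptor beads on intact substrate. Reaction: Tdp1 1 nM, substrate 15 nM final, 5 min RT after 15 min compound preincubation.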
# * = called active by the depositor; ? = inconclusive; nt = not tested or not shown; & = joins results of further samples. Calls come from the whole dose curve; as a rule, active = well fitted curve in the direction sought with a large enough effect; inconclusive = small, poorly fitted or top-dose-only effect, or another doubt; inactive = no such curve, though single readings can be large; an effect the other way counts as inactive or inconclusive. % is set by controls: 0 for no effect and ±100 for the full control effect; potency is the fitted concentration of half-maximal effect. Random draw from the library, and some 18% of all compounds hit somewhere here.
SMILES,DT40 TDP1 CPT,TDP1 cell noCPT,TDP1 inh
CC1=CC(C2CC(=O)N(c3ccc(C)cc3)C2=O)CC2C(=O)N(c3ccc(C)cc3)C(=O)C12 (stereo not given),12%,?,-5%
O=C(NCCc1ccccc1)C(=O)NCC1OCCCN1S(=O)(=O)c1ccc(F)cc1 (stereo not given),4%,-15%,4%
Cc1nn(C)c(Cl)c1CN1CCCC(C(=O)Nc2ccc(-c3cscn3)cc2)C1 (stereo not given),16µM*,?,4%
CS(=O)(=O)N1CCc2cc(S(=O)(=O)N3CCN(Cc4ccc5c(c4)OCO5)CC3)ccc21,?,?,7%
Nc1nc(N)c2cc(S(=O)(=O)c3cccc(C(F)(F)F)c3)ccc2n1,3.7µM*,0.92µM*,nt
O=C1NC(=O)/C(=C\c2ccc(OCc3ccccc3)cc2)S1,-12%,-1%,nt
O=C(CSCCN1C(=O)c2ccccc2C1=O)Nc1ccc2ccccc2c1,11%,-22%,1%
Cc1ccc(C(C(=O)NC2CCCCC2)N(C)Cc2ccccc2)cc1 (stereo not given),?,?,6%
CCOc1ccccc1NC(=S)NCc1cccn1C,-3%,-7%,5%
COc1ccc(NC(=O)C[C@H]2C(=O)N(Cc3ccccc3)C[C@@H]2CSC)cc1,?,?,nt
Cc1ccccc1N1CCN(C2CCCN(C(=O)c3ccc(Cl)s3)C2)CC1 (stereo not given),?,?,5%
CN(C(=O)COC(=O)/C=C/c1ccc2ccccc2n1)C1CCS(=O)(=O)C1 (stereo not given),?,?,3%
Cc1noc(C)c1C(=O)N1CCN(c2ccccc2O)CC1,4%,3%,1%
COC(=O)c1cc(-c2ccccc2)n(CC(=O)O)c1C,25%,-13%,-5%
CCCCCCCNC(=O)C1(CC2CC(c3cccc(Br)c3)=NO2)CCN(C(=O)OC(C)(C)C)CC1 (stereo not given),?,15µM*,nt
COc1ccc2c(c1)[C@H]1[C@H](CO2)[C@H](c2ccccc2)[C@]2(C)C(=O)N[C@H](C)C(=O)N12,-8%,-3%,0%
COc1cccc(CC(NC(C)=O)C(=O)NC2CCN(c3c(Cc4ccccc4)c(C)nc4ncnn34)CC2)c1OC (stereo not given),-12%,?,-1%
Cc1ccc(Cc2c(-c3ccc(C)cc3)nc3cc(C)ccn23)cc1,21µM*,21µM*,nt
COCCn1c(=O)c(-c2ccc(F)cc2)nc2cnc(Oc3ccccc3)nc21,-13%,2%,nt
COc1cccc(NC(=O)c2ccc3c(c2)CCN3S(C)(=O)=O)c1,?,?,4%&-2%
CCC(C)(C)NC(=O)CN(C(=O)C(=O)Nc1ccc2c(c1)OCCO2)C1CC1,5%,-10%,9%
CC(C)CC(=O)c1c[nH]c(C(=O)NCc2ccc(F)cc2)c1,6%,-4%,nt
Cc1ccc2c(CSc3nc4nc(C)cc(C)n4n3)cc(=O)oc2c1,-2%,-25%,-5%
CCCCn1nnnc1C1(C)CCC(=O)N1CCOc1ccccc1 (stereo not given),-19%,-10%,nt
O=C(O)Cc1ccc(NS(=O)(=O)c2ccccc2Cl)cc1,11%,15%,-1%
C=CCn1c(O)c(C=Nc2ccc(CN3CCCCC3)cc2)c(=O)[nH]c1=S,5%,?,5%
COc1ccc(S(=O)(=O)Nc2ncccn2)cc1,-3%,-11%,6%
CCn1c(SCC(=O)NC2(C#N)CCCCC2)nc2ccccc2c1=O,8%,6%,-1%
CN1C(=O)N(C)C2(C)CC1(C)N(C)C(=O)N2C,6%,?,-4%
Cc1nnc(SCC(=O)Nc2ncc3c(n2)CC(C)(C)CC3=O)s1,-8%,-15%,-2%
CN(C(=O)CN1C(=O)/C(=C/c2ccccc2F)SC1=S)C1CCS(=O)(=O)C1 (stereo not given),18µM*,?,9%
O=C(Cn1c(=O)oc2cc(S(=O)(=O)N3CCc4ccccc43)ccc21)N1CCCCC1,-9%,-23%,1%
O=C(N/N=C/c1cccnc1)c1cc(Br)ccc1O,-3%,7%,nt
O=C(CN1C(=O)NC2(CCCC2)C1=O)NNC(=O)c1ccc(F)cc1,7%,-18%,nt
COCCn1c(SCC(=O)Nc2cccc(OC)c2)nnc1-c1ccc(Cl)cc1,?,?,1%
CCCN(Cc1nnc(-c2cccs2)o1)C(=O)c1cc(S(=O)(=O)N2CCOCC2)ccc1C,2%,0%,0%
CCCN(CCC)C(=O)CC(c1ccccc1)c1ccc(C)cc1O (stereo not given),?,-22%,5%
Cc1ccnc(NC(=O)C2CCN(S(=O)(=O)c3ccc(C)c(C)c3)CC2)c1,-4%,-20%,nt
O=C(/C=C/c1ccccc1)Nc1cccc(C(=O)N2CCCCC2)c1,?,?,nt
COc1ccccc1NC(=O)CN(Cc1ccco1)C(=O)c1ccc(=O)[nH]c1,-5%,-21%,6%
CCCC(=O)Nc1nc2c(s1)COc1ccccc1-2,?,?,nt
CCOc1c(CNCc2ccc(C(=O)O)cc2)cccc1OC,12%,-13%,-3%
CN(C(=O)COC(=O)c1c2c(nc3ccccc13)/C(=C/c1cccc([N+](=O)[O-])c1)CCC2)C1CCS(=O)(=O)C1 (stereo not given),3.3µM*,5.2µM*,11%
COC(=O)c1cc(-c2cccc([N+](=O)[O-])c2)c2c(=O)[nH]c(=O)n(C)c2n1,?,?,nt
O=C(N/N=C/c1cccc([N+](=O)[O-])c1)C1CC(=O)N(c2ccc(Br)cc2)C1 (stereo not given),?,?,3%
Cc1c(NC(=O)C2CCN(S(=O)(=O)c3cccs3)CC2)c(=O)n(-c2ccccc2)n1C,3%,0%,-3%
Cc1cc(C(=O)COc2ccccc2C(N)=O)c(C)n1C1CC1,?,?,8%
CCc1nc2ccc(C(=O)N3CCN(C(=O)c4ccco4)CC3)cn2c1N(C)Cc1nccn1C,7%,0%,nt
C=CCSc1nnc(NC(=O)c2ccc(S(=O)(=O)NCC3CCCO3)cc2)s1 (stereo not given),-29%,?,4%
CCOC(=O)N1CCC(NS(=O)(=O)c2ccc(C#N)cc2)CC1,1%,-25%,1%
Cc1cnc2c(N)cc(C)c(C)c2c1,-26%,?,nt
CC(=O)c1ccc([N+](C)(C)C)cc1,17%,-2%,nt
Cc1c(NC(=O)c2ccc(Cl)s2)c(=O)n(-c2ccccc2)n1C,-7%,-13%,3%
O=C(CSc1nc2[nH]ncc2c(=O)[nH]1)Nc1ccc(Cl)cc1,-2%,-17%,0%
Cn1ncc(N=Cc2ccccc2[N+](=O)[O-])c1C(N)=O,4%,-6%,8%
COc1cc(S(=O)(=O)Nc2ccc3cn[nH]c3c2)ccc1Cl,?,?,5%
CCN(CC(=O)Nc1c(F)cccc1F)C(=O)c1cccc(-n2cccc2)c1,?,-21%,nt
O=C1NC(Cc2ccc(O)cc2)c2nc3ccc(F)cc3c(=O)n2-c2cc3ccccc3cc21 (stereo not given),?,26µM*,nt
COc1ccc(CNCCS(=O)(=O)NCc2ccc(OC)cc2)cc1,5%,-4%,nt
CCOCCCN1C(=O)CN(C2CCC(C)CC2)C(=O)C1c1ccc(C)cc1 (stereo not given),?,2.3µM*,6%
# (list continues)
SMILES,DT40 TDP1 CPT,TDP1 cell noCPT,TDP1 inh
COc1ccc(OCCNS(=O)(=O)Cc2ccccc2)cc1,-12%,?,-3%
O=C(CCCc1nc(-c2ccccc2)no1)NCc1cccnc1,?,?,-3%
CC(Sc1nnc(C2CC2)n1C1CC1)C(=O)c1ccc(F)cc1 (stereo not given),3%,11%,2%
Cc1noc(C)c1C(=O)Nc1nccs1,-3%,6%,3%
CS(=O)(=O)N(CC(=O)Nc1ccc(CC#N)cc1)c1ccc(C23CC4CC(CC(C4)C2)C3)cc1,?,16µM*,3%
O=C(Nc1nnc(C23CC4CC(CC(C4)C2)C3)s1)c1ccc(N2C(=O)CCC2=O)cc1,?,26µM*,45µM*
COc1ccc(C(=O)Nc2ncnc3nc[nH]c23)cc1,-5%,-8%,nt
CC(C)OCCCNC(=O)Cn1nc(-c2ccccc2)ccc1=O,?,-3%,7%
CCc1ccc(-c2cc(C)no2)cc1S(=O)(=O)N1CCN(c2ccc(F)cc2)CC1,?,?,0%
CCOCCc1nnc(NC(=O)CCc2ccccc2)s1,0%,-27%,nt
O=C(NC1CCCCC1)C(C1CC1)n1c(=O)c(-c2ccco2)nc2ccccc21 (stereo not given),?,10µM*,nt
COc1cccc(-c2nc(CS(=O)(=O)CC(=O)N3CCCCC3)c(C)o2)c1,-14%,-2%,7%
O=C1C=CC(=Nc2ccc3c(c2)Cc2cc(F)ccc2-3)O1,5.2µM*,7.3µM*,nt
COc1cccc(OC)c1C(=O)N1CCN(c2c(Cc3ccccc3)c(C)nc3ncnn23)CC1,-3%,-21%,4%
CCOc1ccc(NC(=O)CN(c2cc(C)cc(C)c2)S(=O)(=O)c2c(C)noc2C)cc1,?,?,-5%
O=c1ccnc(SCn2nnc3ccccc3c2=O)[nH]1,-11%,-11%,7%
O=C1CC(c2ccc(Cl)cc2)Oc2ccc(Cl)cc21 (stereo not given),?,?,nt
CC(C)Cn1c(N)c(C(=O)COC(=O)C2Cc3ccccc3CN2S(C)(=O)=O)c(=O)n(C)c1=O (stereo not given),6.5µM*,5.2µM*,28µM*
COC(=O)/C=C1/S/C(=N/NC(=O)c2ccccc2OC)NC1=O,-23%,?,4%
CN(c1ccccc1)c1nc(N)c([N+](=O)[O-])c(N2CCCCC2)n1,?,?,4%
CCOC(=O)c1cnc2ccccc2c1Nc1cc(C(=O)O)ccc1C,7%,-13%,-3%
Cc1cccc(C)c1-n1nnnc1C(CCc1ccccc1)N1CCN(C/C=C/c2ccccc2)CC1 (stereo not given),?,?,nt
COc1ccc(OC(C)C(=O)NCc2nc(-c3ccc(Cl)cc3)no2)cc1 (stereo not given),?,?,4%
CN1CCN(C(=S)Nc2ccc(Cl)c(Cl)c2)CC1,-8%,?,4%
CCN1C[C@@H]2[C@@H]3C(=O)N(C)C(=O)[C@@H]3[C@](Cc3ccccc3)(C1=O)N2C(=O)c1ccc(F)cc1,2%,5%,nt
COc1ccc(-n2c(=O)c3c4c(sc3n(Cc3ccc(C(C)(C)C)cc3)c2=O)CCC4)c(OC)c1,?,?,3%
COc1ccc(Cl)cc1NC(=O)c1sc2nc(C)nc(N3CCOCC3)c2c1C,-19%,-1%,9%
COc1cccc(Cn2c(=O)c(C)nc3cnc(Nc4cccc(OC)c4)nc32)c1,21%,-19%,nt
COc1ccc(NC(=O)/C=C/c2cc(Br)ccc2OC)cc1,?,21µM*,2%
COC(=O)C(NC(=O)C(C)Oc1ccccc1)C(C)C (stereo not given),-11%,-1%,0%
COc1ccc(C2CC(=O)c3sc(NC(C)=O)nc3C2)cc1 (stereo not given),-18%,?,4%
O=C(Cn1c(=O)n(Cc2ccco2)c(=O)c2ccccc21)NCC1CCCO1 (stereo not given),-7%,-7%,5%
CN(C(=O)CN1C(=O)c2cc(Cl)c(Cl)cc2C1=O)C1CCS(=O)(=O)C1 (stereo not given),-4%,-1%,-3%
CC(Oc1ccccc1)C(=O)Nc1nnc2n1CCS2 (stereo not given),-15%,-4%,-2%
CCOc1ccc(C(=O)NCc2ccc3c(c2)CCN3C(=O)c2ccc(Cl)cc2)cc1,-8%,2%,3%
COc1ccc(OC)c(NC=C2C(=O)OC(C)(C)OC2=O)c1,9%,-1%,0%
COc1ccc(CCn2ccc(O)c(Cc3c(F)cccc3Cl)c2=O)cc1OC,-11%,-23%,3%

# Screening data from PubChem BioAssay.
